# hIAP activ – increases human intestinal alkaline phosphatase activity; P09923; purified human IAP, CDP-Star luminescence, 30 min; stronger effect = higher value; 1 = vehicle-only enzyme, 0 = enzyme-free background; activation factor at 10 µM; 330,000 compounds, 0.16% hits;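 active = activation factor of the enzyme at least 2-fold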; also: the source names both 10 and 20 µM as test concentration; values of inactives mirror those of a sister screen read the other way
# Target sequence (P09923 whole entry, looked up): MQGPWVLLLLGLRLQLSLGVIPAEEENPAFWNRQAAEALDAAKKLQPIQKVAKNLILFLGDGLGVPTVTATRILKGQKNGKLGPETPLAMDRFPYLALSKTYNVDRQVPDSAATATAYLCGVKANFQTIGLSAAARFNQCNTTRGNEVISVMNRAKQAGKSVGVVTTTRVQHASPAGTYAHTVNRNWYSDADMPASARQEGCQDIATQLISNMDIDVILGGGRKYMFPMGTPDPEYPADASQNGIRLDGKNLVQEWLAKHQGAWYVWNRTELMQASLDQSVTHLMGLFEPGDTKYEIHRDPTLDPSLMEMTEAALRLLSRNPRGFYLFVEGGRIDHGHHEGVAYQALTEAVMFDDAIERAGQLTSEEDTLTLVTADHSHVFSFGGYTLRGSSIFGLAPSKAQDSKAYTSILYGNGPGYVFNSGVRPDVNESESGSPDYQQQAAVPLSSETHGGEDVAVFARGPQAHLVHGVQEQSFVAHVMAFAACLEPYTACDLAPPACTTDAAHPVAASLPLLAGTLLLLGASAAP
# ATG4B inhibitor – inhibitors of human ATG4B cysteine protease; Q9Y4P1; ATG4B cleavage of LC3-PLA2, NBD-HPC fluorescence, 1 h; inhibition, % at 8.33 µM; 340,000 compounds, 0.51% hits; AID 504462; in the data active = inhibition above about 40%
# Target sequence (Q9Y4P1 whole entry, looked up): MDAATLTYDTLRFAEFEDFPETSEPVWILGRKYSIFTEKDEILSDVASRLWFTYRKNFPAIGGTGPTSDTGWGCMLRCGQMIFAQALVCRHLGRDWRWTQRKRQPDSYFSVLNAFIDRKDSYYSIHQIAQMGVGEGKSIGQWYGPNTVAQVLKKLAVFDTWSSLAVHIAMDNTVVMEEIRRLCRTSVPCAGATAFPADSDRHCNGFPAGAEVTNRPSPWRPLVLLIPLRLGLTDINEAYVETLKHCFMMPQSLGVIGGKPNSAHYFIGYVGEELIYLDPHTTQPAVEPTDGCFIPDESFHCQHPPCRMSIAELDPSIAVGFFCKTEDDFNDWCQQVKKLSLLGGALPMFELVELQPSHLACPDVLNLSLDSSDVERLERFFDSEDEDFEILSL
# hIAP inh – blocks human intestinal alkaline phosphatase; P09923; purified IAP, CDP-Star luminescence, 30 min; inhibition, % at 10 µM; 330,000 compounds, 0.12% hits; AID 2544;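 active = inhibition reaching a set limit with compound at 10 µM in the primary screen, cut at about 35% in these data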;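 also: plate controls were DMSO wells with enzyme for no effect and no-enzyme buffer wells for full effect; values of inactives mirror those of a sister screen read the other way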
# mIAP act – mouse IAP activation | 330,000 compounds, 0.24% hits | activation factor at 10 µM | muIAP, CDP-Star luminescence, 30 min; stronger effect = higher value; 1 = vehicle-only enzyme signal, 0 = enzyme-free wells;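 active = activation factor of at least 2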; also: the source names both 10 and 20 µM as test concentration; values of inactives mirror those of a sister screen read the other way
#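 System: Mouse IAP enzyme | Also added: CDP-Star substrate | Dosing: Compounds dispensed in DMSO | Schedule: 30 min enzyme-substrate-compound incubation at room temperature | Technique: Chemiluminescence readout | Control set: DMSO-only wells and no-enzyme negative control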
# A3A deaminase – human APOBEC3A DNA deaminase inhibition | recombinant A3A, FAM/TAMRA ssDNA deamination fluorescence | 330,000 compounds, 0.41% hits | P31941 | AID 493011 | inhibition, % at 20 µM;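 active = at least 40% inhibition at 20 µM here, with at most 30% in a related deaminase screen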;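 also: plate controls were A3A with DMSO for no effect and wells lacking A3A enzyme for full effect; some results filed as inactive read as strong as hits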
# mIAP block – mouse IAP inhibition; 330,000 compounds, 0.2% hits; purified mouse IAP, CDP-Star luminescence, 30 min; AID 2806; inhibition, % at 10 µM;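 active = inhibition of at least 40% at 10 µM in the primary screen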;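 also: plate controls were DMSO with enzyme for no effect and no enzyme wells for full effect; values of inactives mirror those of a sister screen read the other way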
# PfG6PD inh – PfG6PD (Plasmodium falciparum) enzyme inhibition. 350,000 compounds, 0.78% hits. PfGluPho enzyme, NADPH resazurin-diaphorase fluorescence. AID 504690. inhibition, % at 20 µM;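 active = inhibition reaching at least a set limit at 20 µM in the primary screen, cut at about 59% in these data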;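 also: 0% = DMSO wells with substrate and 100% = DMSO wells lacking glucose-6-phosphate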
# HKDC1 inhibitor – HKDC1 (human) hexokinase inhibition; Q2TB90; recombinant HKDC1, G6PDH/diaphorase resazurin coupled fluorescence; inhibition, % at 20 µM; 340,000 compounds, 0.16% hits; AID 493160;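 active = inhibition above about 35% when tested at 20 µM, limit read from the data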;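 also: plate controls were DMSO wells with enzyme for no effect and DMSO wells lacking enzyme for full effect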
#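 Assay system – recombinant HKDC1 (HK5) hexokinase enzyme, produced in-house · Input – HKDC1 at 5 µg/mL · Reagent – glucose plus 1 mM ATP as hexokinase substrates · Timing – 90 min reaction incubation at room temperature, dark · Measured by – G6PDH/diaphorase-coupled fluorescence, 1 mM NADP, 100 µM resazurin, 525/613 nm · Benchmarks – DMSO-enzyme wells negative, buffer-substituted wells positive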
# The depositor's hits bear a star.
SMILES,hIAP activ,ATG4B inhibitor,hIAP inh,mIAP act,A3A deaminase,mIAP block,PfG6PD inh,HKDC1 inhibitor
Cc1cccc(Oc2ccc(N)cc2)c1,1.2,0,-24,0.85,-4,15,-19,-1
COc1ccc(NC(=O)CN2C(=O)NC3(CC(C)CC(C)(C)C3)C2=O)cc1S(=O)(=O)N1CCCCC1 (stereo not given),0.94,-14,6,1.1,13,-12,18,-1
CCc1ccc(-c2csc3ncn(CC(=O)N4CCOCC4)c(=O)c23)cc1,0.78,-2,22,1,-5,-1,-13,-4
CCc1c(C#N)c(SCc2c(C)noc2C)nc2c1C(=O)CC(C)(C)C2,0.92,7,8,0.97,1,3,-19,10
S=c1nc[nH]c2c1[nH]c1ccc(Cl)cc12,0.93,12,7,0.9,-6,10,33,3
O=C(COc1ccc(/C=N/NC(=O)c2ccc(O)cc2)cc1)Nc1cccc([N+](=O)[O-])c1,0.86,-4,14,0.99,0,1,-1,10
O=C(NCc1ccc(S(=O)(=O)NC2CCCCC2)s1)c1ccccc1,1.1,-1,-14,1.1,0,-15,-6,2
Cc1cc(C2=NNC(=NCCc3ccccc3)SC2)c(C)n1-c1c(C)n(C)n(-c2ccccc2)c1=O,0.94,-2,6,0.92,1,8,-3,8
COc1ccccc1/C=C/C=N/n1c(-c2ccccc2)n[nH]c1=S,1.1,3,-10,0.97,-4,3,10,0
CC(=O)Nc1ccc(C(=O)CN2C(=O)CSC2=O)cc1,1.1,-3,-12,1.1,-5,-6,-6,-4
Cc1ccc(-c2nc(N/N=C/c3ccncc3)c3ccccc3n2)cc1,0.82,-8,18,1,-4,0,15,0
CSc1nc(N)nc(SCC(=O)C23CC4CC(CC(C4)C2)C3)c1C#N,0.66,5,34,0.91,0,9,20,-3
O=S(=O)(c1ccccc1)n1c(C(O)c2ccccn2)cc2ccccc21 (stereo not given),1.1,-6,-7,0.89,-1,11,6,-8
CC(=O)Nc1ccc(NC(=O)C(C)OC(=O)CCSc2ccccc2Cl)cc1 (stereo not given),0.94,-5,6,1.2,2,-22,5,4
CC(=O)c1c(C)nc(-c2ccc(Cl)cc2)nc1NC(=O)C(C)C,1.1,-10,-13,0.99,-2,1,7,4
COC(=O)[C@@]12CCCCN1[C@H](c1ccc(-c3ccccc3)c(OC)c1)[C@H]1C(=O)N(C)C(=O)[C@H]12,1.1,1,-14,0.97,34,3,26,0
Fc1ccc(OCc2nn[nH]n2)c(F)c1,1.2,1,-21,1,30,-1,-11,0
CC(=O)/C(=N/Nc1ccc(Br)cc1)N1CCCc2ccccc21,0.99,-8,1,0.9,-1,10,20,-3
COCc1[nH]nc2c1C(c1ccnc3ccccc13)C(C#N)=C(N)O2 (stereo not given),1,-1,-2,0.94,-7,6,-7,11
Cc1cccc2c3c([nH]c12)CCN(C)C3,1,-2,-2,1.1,1,-5,2,5
CC(C)C(=O)Nc1nnc(S(=O)(=O)N2CCc3ccccc32)s1,0.97,-2,3,1.1,13,-6,-14,-4
O=C(O)CN=C(NS(=O)(=O)c1ccc(Cl)cc1)c1ccccc1,1.1,3,-13,1.1,1,-7,-6,-3
O=C(Nc1ccccc1F)C1CCCC1,0.94,-7,6,1,-3,-2,3,-4
CN(CC(=O)NC1CC(C)(C)NC(C)(C)C1)S(=O)(=O)c1ccc(Br)cc1,1.3,-4,-30,0.97,-1,3,4,0
COc1ccc(S(=O)(=O)N2CCOC23CCN(S(=O)(=O)c2ccc(F)cc2)CC3)cc1,1.1,0,-8,0.96,-1,4,-9,-6
Cc1ccc(NC(=O)COC(=O)CN2CCCCCC2=O)cc1C,1,-10,-3,1.1,4,-10,0,-3
Cc1c(C(=O)Nc2c(F)cccc2F)sc2ncnc(N3CCN(c4ccccc4)CC3)c12,0.99,11,1,0.96,-1,4,9,-4
Cc1nc2ccc(C(=O)N3c4ccccc4CC3C)cc2s1 (stereo not given),1.1,3,-5,1.1,-3,-11,-8,9
CCOC(=O)c1sc(=S)n(-c2ccc(Cl)cc2)c1SC,0.86,5,14,0.96,-4,4,3,-5
Cc1ccc(CSC2=NCCN2C(=O)c2ccc([N+](=O)[O-])cc2)cc1,0.94,-6,6,1.1,-7,-6,-12,-1
CCn1cc(C(=O)Nc2sc(C)c(C)c2C(=O)OC)cn1,1,-7,-2,1,-2,-1,24,-12
COc1cc(NC(=O)c2ccccc2)c(OC)cc1NC(=O)Cc1ccccc1,1.2,-11,-16,0.88,-5,12,-5,-2
C=C/C(C)=C/C[C@H]1C(=C)CCC2[C@](C)(C(=O)O)CCC[C@@]21C (stereo not given in full),1.3,0,-31,0.73,7,27,-23,30
CCOC(=O)Cn1nc(C)c2c1CCCC2=O,0.95,-10,5,0.93,3,7,-2,2
Cc1ccsc1-c1nc(CSCC(=O)N2CCN(c3ccccc3)CC2)c(C)o1,0.93,5,7,0.9,-1,10,3,4
CCOC(=O)c1sc2nc(CC(=O)OC)nc(NCCN(CC)CC)c2c1C,1,4,-2,0.98,2,2,-14,-2
CCC1Oc2ccc(C)cc2N(CC(=O)N(Cc2cccnc2)Cc2cccc(F)c2)C1=O (stereo not given),1,-3,-2,0.95,3,5,5,-1
Cc1nc2c(ccc3c([N+](=O)[O-])cccc32)c(C)c1C,0.98,0,2,0.94,0,6,-8,7
Cc1onc(-c2ccccc2)c1C(=O)Nc1nnc(C(C)(C)C)s1,0.89,7,11,0.95,-1,5,-34,-3
CC(=O)OC1CCC2C3CCC4=CC(=O)CCC4(C)C3CCC2(C)[C@]1(C)O (stereo not given in full),0.9,-12,10,0.99,-5,1,6,-2
O=C(CCCCCn1nnc2ccccc2c1=O)Nc1ccccc1F,1,3,-4,1.1,1,-10,4,-3
Cc1ccc(-c2nc(CS(=O)(=O)CC(=O)NC3CCCCC3C)c(C)o2)cc1 (stereo not given),0.92,-5,8,1,2,-2,1,-6
CNC(=S)Nc1ccc(OC(F)(F)F)cc1,0.88,-8,12,1,-1,0,-6,-12
COc1nccnc1NS(=O)(=O)c1ccc(NC(=O)c2ccccc2Br)cc1,1.1,-9,-7,0.99,-4,0,-4,2
Cc1ccc(-n2c(C)c(C)c3c(NCCCO)ncnc32)cc1,0.95,0,5,0.97,-4,3,8,2
Cc1cccc(Cn2c(SCCO)nc3c2c(=O)n(C)c(=O)n3C)c1,1,-5,-4,0.96,-6,4,-12,-7
CCCS(=O)(=O)c1csc(C(=O)OC)c1N,0.93,4,7,0.93,0,7,-7,-6
COC(=O)c1ccc(-c2cc3onc(-c4ccccc4)c3c(=O)n2C)cc1,1.2,-11,-22,0.94,-2,6,8,1
Cc1cc(C)n(C(=O)c2cccc(S(=O)(=O)N3CCCC3)c2)n1,0.98,-4,2,1.1,2,-7,-18,-2
O=C(NNC(=O)c1ccc(NC(=O)c2ccccc2)cc1)Nc1ccccc1,1.1,6,-10,0.88,12,12,-13,-3
CCOc1ccc(-n2c(SCC(=O)NCc3ccco3)nnc2-c2c[nH]c3ccccc23)cc1,0.94,4,6,1.5,-4,-50,11,8
COc1ccc(C)cc1NC(=O)CN1CCN(c2ccc(F)cc2)CC1,1,10,-4,1,1,-5,16,-5
COC(=O)CN(Cc1ccccc1)S(=O)(=O)c1ccc(OC)c(OC)c1,1.1,-3,-11,0.97,-3,3,-1,-11
CS(=O)(=O)N(CC(=O)NCc1ccco1)c1ccc(Cl)cc1Cl,1,-1,0,0.98,-1,2,0,-7
COc1ccc2nc(NC(=O)C3CC(=O)N(c4ccccc4)C3)sc2c1 (stereo not given),0.97,-6,3,0.99,-1,1,-3,-4
COc1cc(C(=O)NCCC(=O)N2CCN(C)CC2)cc(OC)c1OC,1,3,-4,0.98,0,2,-10,-5
COc1ccc2c(c1)C=C(C(=O)OCc1cccnc1)CO2,0.96,-5,4,1.1,-1,-9,-1,-1
O=C(COC(=O)c1ccccc1Br)Nc1ccc(F)cc1,0.94,0,6,1.1,-3,-14,10,-6
Cc1ccc(NC(=S)NCCc2ccc(S(N)(=O)=O)cc2)cc1C,0.98,3,2,1.2,1,-15,8,-9
CC(C#N)(NC(=O)COC(=O)c1ccccc1NCCO)C1CC1 (stereo not given),1.1,5,-11,1,1,-3,-9,-5

# Fetched by structure from the list above, two records:
SMILES,hIAP activ,ATG4B inhibitor,hIAP inh,mIAP act,A3A deaminase,mIAP block,PfG6PD inh,HKDC1 inhibitor
COC(=O)c1ccc(-c2cc3onc(-c4ccccc4)c3c(=O)n2C)cc1,1.2,-11,-22,0.94,-2,6,8,1
CCc1ccc(-c2csc3ncn(CC(=O)N4CCOCC4)c(=O)c23)cc1,0.78,-2,22,1,-5,-1,-13,-4

# (continued)
SMILES,hIAP activ,ATG4B inhibitor,hIAP inh,mIAP act,A3A deaminase,mIAP block,PfG6PD inh,HKDC1 inhibitor
CC(=O)CCC(=O)N1CCCC(CNC(=O)c2ccc(-c3ccccc3)cc2)C1 (stereo not given),1.1,-4,-8,0.99,2,1,24,-6
Cc1ccc(C)n1-c1ccccc1N1CCCCC1,1.1,-6,-8,0.93,0,7,8,1
Cc1cc(C)nc(-n2nc(C)c3c(=O)[nH]c(C(F)(F)F)nc32)n1,1.2,-5,-16,1.1,-2,-9,-17,-11
CN1CCN(c2ccc(NC(=S)NC(=O)/C=C/c3ccco3)cc2)CC1,0.93,-5,7,0.98,2,2,12,-3
CC1(C)CC(N2CCN(c3ccccc3)CC2)=CC(=[N+]2CCCC2)C1,0.94,4,6,1.1,44*,-7,-2,6
O=C(CCC(=O)Nc1ccccc1)N/N=C/c1ccccc1F,0.98,-5,2,0.96,7,4,23,-8
FC(F)(F)c1nc2ccccc2n2c(-c3ccc(Cl)cc3Cl)nnc12,1.1,8,-7,1.1,-4,-6,-38,-17
CCOC(=O)/C=C/CN(C(=O)OC(C)(C)C)S(=O)(=O)N1CC=CC1,1.1,-8,-6,1,-1,-5,7,-2
CCNC(=O)CN(C1CCCCC1)S(C)(=O)=O,1.1,-3,-10,0.93,1,7,-10,-3
COc1ccccc1C(=O)Oc1ccc(N2C(=O)CCC2=O)cc1,1.2,-6,-18,1,0,-3,25,-4
O=C(NCC1CCCO1)c1ccc(NC(=O)c2ccc(Br)cc2)cc1 (stereo not given),1.1,-4,-13,1.1,4,-8,-2,-4
N#CCSc1nc2ccccc2c2nc3ccccc3n12,0.87,-11,13,0.94,1,6,-2,-6
CCCCCCCCCCCCN1[C@@H](CC(=O)O)c2cc(C(F)(F)F)ccc2S1(=O)=O,0.98,59*,2,1,0,-1,-17,3
Cc1ccc(SCC(=O)NCc2ccc(F)cc2)cc1,0.99,0,1,1.1,0,-10,-3,-7
Cc1ccc(C)c(OCCNc2ncccc2[N+](=O)[O-])c1,0.98,4,2,0.86,-6,14,2,-1
CC1CCN(CC(O)COc2ccc(C(=O)c3ccccc3)cc2)CC1 (stereo not given),0.98,2,2,0.95,-4,5,-8,-7
COc1ccc(C2C(C(=O)OC(C)C)=C(C)N=c3s/c(=C\c4cccs4)c(=O)n32)cc1 (stereo not given),0.99,1,1,0.91,-2,9,-6,3
c1cncc(-c2ccc3[nH]ccc3c2)c1,1,-8,-2,0.97,-5,3,4,0
CCc1ccccc1-n1nnnc1SCC(=O)Nc1ccc(N2CCN(C)CC2)cc1,1.1,-1,-7,0.95,2,5,7,-5

# An excerpt from above, limited to PfG6PD inh and hIAP activ.
mol	PfG6PD inh	hIAP activ
Cc1cc(C)nc(-n2nc(C)c3c(=O)[nH]c(C(F)(F)F)nc32)n1	-17	1.2
CN1CCN(c2ccc(NC(=S)NC(=O)/C=C/c3ccco3)cc2)CC1	12	0.93
